TDP2 inh: human TDP2 enzyme inhibitors, primary screen, biochemical, epi absorbance, recombinant enzyme; 370,000 compounds, 0.34% hits; T5PNP hydrolysis, p-nitrophenol absorbance 415 nm; Tyrosyl-DNA phosphodiesterase 2 (Homo sapiens), O95551; inhibition, % at 12.8 µM;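 active = inhibition above the mean of all tested compounds plus 3 SD, set per campaign, cut at about 25% in these data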;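 also: 0% = DMSO with enzyme and 100% = buffer with substrate but no TDP2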
Target sequence (O95551 whole entry, looked up): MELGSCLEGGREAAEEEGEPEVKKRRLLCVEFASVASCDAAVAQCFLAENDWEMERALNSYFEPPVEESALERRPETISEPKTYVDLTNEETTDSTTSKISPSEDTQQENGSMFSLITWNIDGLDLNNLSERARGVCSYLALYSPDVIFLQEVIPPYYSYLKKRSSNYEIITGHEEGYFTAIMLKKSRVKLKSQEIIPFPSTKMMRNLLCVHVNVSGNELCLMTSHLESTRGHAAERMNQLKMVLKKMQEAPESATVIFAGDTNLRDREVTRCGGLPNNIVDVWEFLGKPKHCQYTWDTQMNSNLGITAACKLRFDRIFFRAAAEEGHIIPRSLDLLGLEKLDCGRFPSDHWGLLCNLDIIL
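System – recombinant human TDP2 · Quantity – TDP2 enzyme at 120 nM final · Doses – single concentration, 12.8 µM nominal, with 1% DMSO · Incubation – 2 h at 37 °C · Measured by – epi absorbance of p-nitrophenol freed from T5PNP by hydrolysis · Read-out – % inhibition relative to enzyme-containing and enzyme-free wells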
PLCg1 inh: PLC-gamma1 enzyme inhibitors, primary screen, biochemical, fluorescence, purified enzyme. 1-phosphatidylinositol 4,5-bisphosphate phosphodiesterase gamma-1 (Homo sapiens), P19174. fluorogenic substrate. inhibition, % at 12.2 µM. 370,000 compounds, 0.84% hits; in the data active = inhibition above about 9.5%
ADAM17 inh: ADAM17 inhibitors, primary screen, biochemical, QFRET. Disintegrin and metalloproteinase domain-containing protein 17 (Homo sapiens), P78536. recombinant ADAM17, EDANS/DABCYL FRET peptide cleavage. inhibition, % at 6.95 µM. 370,000 compounds, 0.83% hits;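 active = inhibition above the mean of compounds lying between control limits plus 3 SD, set per campaign, cut at about 8.5% in these data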;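 also: 0% = DMSO-only wells as the low control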
ADAM10 inh: human ADAM10 inhibitors, primary screen, biochemical, QFRET, HTS. recombinant ADAM10, EDANS/DABCYL FRET peptide cleavage, 3 h. inhibition, % at 7 µM. 370,000 compounds, 0.62% hits;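 active = inhibition above a per-campaign cutoff equal to the mean of compounds falling between control-based bounds plus 3 SD, cut at about 20% in these data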;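 also: 0% = DMSO wells while the 100% control is not disclosed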
KLK7 zymogen act: proKLK7 zymogen activators, primary screen, biochemical, fluorescence intensity | purified proKLK7, EDANS-DABCYL substrate fluorescence; 100% is mature enzyme control, 0% vehicle | activation, % at 7 µM | 370,000 compounds, 0.9% hits | Kallikrein-7 (Homo sapiens), P49862;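 active = activation above the mean of all tested compounds plus 3 SD, computed per campaign excluding outliers beyond control limits, cut at about 13% in these data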
ARFGAP1 inhibitor: inhibitors of rat ARFGAP1 GAP activity, primary screen, biochemical, fluorescence polarization, GDP tracer; 360,000 compounds, 0.26% hits; Arfgap1-stimulated ARF1 GTP hydrolysis, GDP FP detection; AID 651572, 2012; inhibition, % at 16.5 µM;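 active = inhibition above a per-plate limit, mean inhibition of low control wells plus 3 SD, cut at about 25% in these data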;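 also: 0% = DMSO wells with enzyme and 100% = wells lacking Arfgap1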
Target sequence (Q62848 1-136 limits assumed): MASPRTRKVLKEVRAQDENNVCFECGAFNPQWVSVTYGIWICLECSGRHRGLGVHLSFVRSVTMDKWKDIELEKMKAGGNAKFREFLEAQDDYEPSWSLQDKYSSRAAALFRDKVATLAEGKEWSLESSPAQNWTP
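material = rat Arfgap1 catalytic domain, aa 1-136 | also added = human ARF1(Δ1-17)-GTP substrate | compound dosing = one concentration, 16.5 µM, DMSO 1.26% | times = GTP hydrolysis reaction 2 h at 25 °C | measured by = FP, GDP Alexa 633 tracer displaced from anti-GDP antibody, 620/688 nm | evaluation = percent inhibition of Arfgap1-stimulated GTP hydrolysis | replication = single well per compound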
ASAP1 GAP inh: inhibitors of human ASAP1 ArfGAP activity, primary screen, biochemical, fluorescence polarization | inhibition, % at 16.5 µM | ASAP1-stimulated ARF1 GTP hydrolysis, GDP FP detection | AID 624377, 2012 | Arf-GAP with SH3 domain, ANK repeat and PH domain-containing protein 1 (Homo sapiens), … | 360,000 compounds, 0.19% hits; in the data active = inhibition above about 25%;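 also: 0% = vehicle with enzyme and substrate and 100% = no enzyme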
Target sequence (Q9ULH1 325-724 limits assumed): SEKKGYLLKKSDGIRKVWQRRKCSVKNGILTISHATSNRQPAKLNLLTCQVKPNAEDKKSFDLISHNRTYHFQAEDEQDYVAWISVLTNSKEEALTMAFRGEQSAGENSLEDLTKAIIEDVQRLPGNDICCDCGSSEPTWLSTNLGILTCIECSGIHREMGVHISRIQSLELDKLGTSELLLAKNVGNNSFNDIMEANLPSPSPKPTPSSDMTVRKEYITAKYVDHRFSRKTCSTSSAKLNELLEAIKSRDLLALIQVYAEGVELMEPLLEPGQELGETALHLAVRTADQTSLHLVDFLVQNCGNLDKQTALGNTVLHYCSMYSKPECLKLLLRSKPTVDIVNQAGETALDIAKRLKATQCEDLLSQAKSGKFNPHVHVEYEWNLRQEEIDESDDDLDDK
Tn7 DDE FP: inhibitors of Tn7 peptide binding to fibrin DD(E), primary screen, biochemical, fluorescence polarization, human fibrin, Tn7 probe. FP displacement of FITC-Tn7 peptide from fibrin DD(E); 0% = median of compound wells per plate. inhibition, % at 8.3 µM. 370,000 compounds, 0.13% hits. AID 720508, 2013;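 active = inhibition above the mean of compounds falling within the control limits plus 3 SD of them, cut at about 14% in these data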;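 also: 0% = plate median of compound wells and 100% = 10 µM Aha-Tn7 peptide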
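system = human fibrin DD(E) protein | quantity = DD(E) 2 µM final | medium = Tris/NaCl/CaCl2 buffer, pH 7.8 | also added = labelled Tn7 tracer, 0.1 µM | compound dosing = single point at 8.3 µM | timing = compound with protein 10 min, then 3 h after probe, room temperature | signal = FP measurement | benchmarks = Aha-Tn7 high control | repeats = one replicate per compound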
DDE Tn6 FP inh: inhibitors of Tn6 peptide binding to fibrin DD(E), primary screen, biochemical, fluorescence polarization, human fibrin, Tn6 probe | Fibrinogen beta chain (Homo sapiens), P02675 | Fibrin DD(E) TRITC-Tn6 fluorescence polarization displacement | inhibition, % at 8.3 µM | 370,000 compounds, 0.21% hits | AID 720509, 2013;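 active = inhibition above a per-campaign cutoff: mean of compounds within control limits plus 3 SD, cut at about 15% in these data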;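 also: 0% = median of all compound wells on the plate and 100% = blocking peptide control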
LEDGF integ inh: blockers of LEDGF/p75-dependent integrase strand transfer – biochemical, TR-FRET, high throughput, primary screen; HIV-1 integrase (with human LEDGF/p75); TR-FRET IN-LEDGF/p75 DNA integration, Eu/Cy5; inhibition, % at 3.7 µM; 370,000 compounds, 0.64% hits; AID 743269, 2014;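 active = inhibition above the screen-wide mean plus 3 SD, cut at about 13% in these data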;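 also: signal is the Cy5 over europium emission ratio at 671 and 618 nm; 0% = plate median of compound wells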
The depositor's hits bear a star.

(1) Cc1noc(C)c1S(=O)(=O)N1CCC(C(=O)N2CCN(c3ccccc3Cl)CC2)CC1
(2) COc1cc(C(c2c(C)[nH][nH]c2=O)c2c(C)[nH][nH]c2=O)ccc1OC(C)C
(3) COc1ccccc1CNC(=O)COC(=O)/C=C/c1ccc2c(c1)OCO2
(4) CC(=O)N1CCOc2ccc(S(=O)(=O)NCc3ccccc3Cl)cc21
(5) O=C(COC(=O)C12CC3CC(CC(O)(C3)C1)C2)NCCc1ccc(Cl)cc1
(6) C=CCn1c(Cc2ccccc2)n[nH]c1=S
(7) O=C(O)CC(NC(=O)Cc1ccccc1)c1ccccc1 (stereo unspecified)
(8) CC1(c2ccccc2Cl)NC(=O)N(CC(=O)N2CCN(S(=O)(=O)c3ccccc3)CC2)C1=O (stereo unspecified)
entry no.	1	2	3	4	5	6	7	8
TDP2 inh	-1	7	-2	-9	11	4	-12	2
PLCg1 inh	1	-2	-4	1	-1	2	4	-1
ADAM17 inh	-2	0	-10	-2	-5	2	-5	1
ADAM10 inh	-2	2	-47	11	-16	4	2	-2
KLK7 zymogen act	0.5	-0.3	0.5	0.5	0.3	-0.2	-0.2	0.2
ARFGAP1 inhibitor	3	-4	-15	6	-7	6	11	-8
ASAP1 GAP inh	6	2	3	-8	0	6	0	-5
Tn7 DDE FP	2	2	4	-4	5	3	0	7
DDE Tn6 FP inh	3	-2	1	4	4	-5	-8	-3
LEDGF integ inh	-1	0	-5	1	-6	3	-1	5

(9) CCOC(=O)C1CCN(S(=O)(=O)c2ccccc2)CC1
(10) COCCn1cnc2c1c(=O)n(Cc1cc(C(C)=O)ccc1OC)c(=O)n2Cc1ccccc1
(11) O=C(CN1CCN(Cc2ccc(F)cc2)CC1)Nc1nc2ccccc2s1
(12) O=C(Nc1ccc(/C=C/c2nc3ccccc3o2)cc1)c1ccc(F)cc1
(13) CC(C)N1CC(COc2ccccc2Cl)OC1=O (stereo unspecified)
(14) O=[N+]([O-])c1cc(-c2n[nH]c(-c3ccccc3)n2)cc([N+](=O)[O-])c1
(15) COCCN(Cc1ccccc1)C(=O)c1cccc(S(=O)(=O)N2CCCc3ccccc32)c1
(16) C#CCNC(=O)C[C@@H]1C[C@@]2(C(=O)OC)CCCCC=C2N(Cc2ccco2)C1=O
entry no.	9	10	11	12	13	14	15	16
TDP2 inh	-19	-7	-1	-8	5	7	-8	1
PLCg1 inh	4	-1	1	-17	2	0	1	4
ADAM17 inh	3	-2	-3	-2	-2	-4	-1	-3
ADAM10 inh	5	-2	-2	-2	-10	5	-11	2
KLK7 zymogen act	-0.1	0.2	0.2	0.0	-0.5	-0.3	-0.4	0.3
ARFGAP1 inhibitor	-8	-2	-17	18	9	6	-4	-6
ASAP1 GAP inh	-1	-11	15	-1	2	9	-3	-4
Tn7 DDE FP	-7	5	2	-3	-2	0	4	1
DDE Tn6 FP inh	-6	4	5	-4	-10	-4	6	6
LEDGF integ inh	6	-3	-6	1	-1	4	-2	4

Part of the list above, as labelled records:
9. CCOC(=O)C1CCN(S(=O)(=O)c2ccccc2)CC1
  TDP2 inh = -19
  PLCg1 inh = 4
  ADAM17 inh = 3
  ADAM10 inh = 5
  KLK7 zymogen act = -0.1
  ARFGAP1 inhibitor = -8
  ASAP1 GAP inh = -1
  Tn7 DDE FP = -7
  DDE Tn6 FP inh = -6
  LEDGF integ inh = 6

14. O=[N+]([O-])c1cc(-c2n[nH]c(-c3ccccc3)n2)cc([N+](=O)[O-])c1
  TDP2 inh = 7
  PLCg1 inh = 0
  ADAM17 inh = -4
  ADAM10 inh = 5
  KLK7 zymogen act = -0.3
  ARFGAP1 inhibitor = 6
  ASAP1 GAP inh = 9
  Tn7 DDE FP = 0
  DDE Tn6 FP inh = -4
  LEDGF integ inh = 4

Later entries:
(17) COc1ccc(Oc2coc3cc(OC(=O)/C=C/c4ccc(F)cc4)ccc3c2=O)cc1
(18) O=c1[nH]c2cccc(Cl)c2n(CCNc2ncc(C(F)(F)F)cc2Cl)c1=O
(19) Cc1cc(C)c2c(=O)n(CC(=O)Nc3cccc(F)c3)sc2n1
(20) COc1ccc(OC)c(NC(=O)C2=C(C)NC(=O)NC2c2cccs2)c1 (stereo unspecified)
(21) CCOc1ccccc1C(=O)N/N=C/c1ccoc1
(22) Cc1nnc2n1N=C(c1ccccc1)CS2
(23) COC(=O)C1(C)NC(c2ccc(C)cc2)C2C(=O)N(c3ccc(F)cc3)C(=O)C21 (stereo unspecified)
(24) CS(=O)(=O)Nc1ccc(C(=O)CC(=O)Nc2ccc([N+](=O)[O-])cc2)cc1
entry no.	17	18	19	20	21	22	23	24
TDP2 inh	-4	6	2	-6	16	13	10	5
PLCg1 inh	-22	1	1	-1	0	1	0	4
ADAM17 inh	-6	-1	-8	-6	-2	0	1	4
ADAM10 inh	-14	1	-15	-10	4	-1	-5	17
KLK7 zymogen act	1.5	-0.8	-0.1	-0.2	-0.2	0.0	-0.1	-0.2
ARFGAP1 inhibitor	2	-1	-3	2	-3	-3	5	15
ASAP1 GAP inh	5	-10	8	-6	-4	1	4	-5
Tn7 DDE FP	7	-7	8	2	1	-4	-2	-4
DDE Tn6 FP inh	2	1	-9	-2	2	3	-7	-10
LEDGF integ inh	1	5	1	-8	2	4	2	-7

Just ADAM10 inh, TDP2 inh and ADAM17 inh (4 entries from above):
no.	structure	ADAM10 inh	TDP2 inh	ADAM17 inh
1	Cc1noc(C)c1S(=O)(=O)N1CCC(C(=O)N2CCN(c3ccccc3Cl)CC2)CC1	-2	-1	-2
2	COc1cc(C(c2c(C)[nH][nH]c2=O)c2c(C)[nH][nH]c2=O)ccc1OC(C)C	2	7	0
3	COc1ccccc1CNC(=O)COC(=O)/C=C/c1ccc2c(c1)OCO2	-47	-2	-10
4	CC(=O)N1CCOc2ccc(S(=O)(=O)NCc3ccccc3Cl)cc21	11	-9	-2

(cont.)
(25) CCO[C@H]1OC(C(=O)N2CCN(Cc3ccc4c(c3)OCO4)CC2)=C[C@@H](C2CCCCC2)[C@@H]1CCCO
(26) Cc1cccc(C)c1Oc1nc(-c2ccccc2)ncc1S(=O)(=O)c1ccccc1
(27) CCc1ccc2nc(N(CCCN(C)C)C(=O)c3ccc(S(=O)(=O)N4CCCC4)cc3)sc2c1
(28) Cc1ccc(C(=O)Nc2ccc(F)cc2)o1
(29) COc1ccc(S(=O)(=O)N2CCN(c3ccccc3)CC2)cc1
(30) Cc1ccnc(SCC(=O)N2CCN(c3ccccc3)CC2)n1
(31) Cc1ccc(C(=O)c2c[nH]cc2-c2ccccc2)cc1
(32) CCS(=O)(=O)N1CCN(C(=O)CC(C)C)CC1
entry no.	25	26	27	28	29	30	31	32
TDP2 inh	-4	3	-4	0	-4	-17	-5	-4
PLCg1 inh	4	3	-1	7	1	0	-5	3
ADAM17 inh	4	-1	-4	2	-2	-2	1	-3
ADAM10 inh	10	2	2	-1	-2	1	-6	-2
KLK7 zymogen act	0.0	-1.0	-0.1	-0.5	0.6	0.5	0.4	-0.4
ARFGAP1 inhibitor	8	2	7	-8	5	6	-1	-2
ASAP1 GAP inh	-13	0	9	6	-1	-2	1	5
Tn7 DDE FP	-3	-2	-5	-4	-8	3	1	0
DDE Tn6 FP inh	-3	4	-1	11	-1	-4	-6	1
LEDGF integ inh	3	2	-3	-2	4	-4	-1	0

(33) O=C(N[C@H]1CC[C@H](CCNC(=O)C2CC2)O[C@@H]1CO)c1ccccn1
(34) CC1=NN(C(C#N)c2ccc(F)cc2)C(C)(C)C1 (stereo unspecified)
(35) CC(NC(=O)c1ccnn1C)C1CCCO1 (stereo unspecified)
(36) CN(C)CCCN(C(=O)COc1ccccc1)c1nc2cc3c(cc2s1)OCO3
(37) COc1ccc(-c2n[nH]c3c2C(c2ccc(OC)c(OC)c2)N(c2ccccc2)C3=O)cc1 (stereo unspecified)
(38) CC(NC(=O)c1ccccc1)c1nc2ccccc2n1Cc1ccccc1F (stereo unspecified)
(39) Cc1ccc(NC(=O)CN(C)S(=O)(=O)c2cccc3nsnc23)cc1Cl
(40) O=C(Nc1cccc(C(=O)N2CCOCC2)c1)c1cncc(Br)c1
(41) COc1ccc(OCC(O)CN2C(=O)c3ccccc3C2=O)cc1 (stereo unspecified)
entry no.	33	34	35	36	37	38	39	40	41
TDP2 inh	12	-17	2	1	-6	7	-3	8	11
PLCg1 inh	-1	4	0	1	1	-7	3	-1	-2
ADAM17 inh	-6	-2	-3	-5	1	-5	5	-2	0
ADAM10 inh	-13	2	-3	3	6	-6	18	-1	4
KLK7 zymogen act	0.3	0.1	0.1	-0.1	0.8	-0.2	0.2	0.7	0.4
ARFGAP1 inhibitor	7	-6	-1	1	12	10	9	-1	9
ASAP1 GAP inh	12	1	7	-11	8	5	9	6	-13
Tn7 DDE FP	5	-5	3	5	2	6	-2	-7	-4
DDE Tn6 FP inh	0	-9	3	3	0	0	-9	4	11
LEDGF integ inh	-3	-2	-3	-1	-3	-2	-1	0	0
